Screening results (PubChem)
PfHsp90 yeast 2 – growth inhibition of yeast expressing Plasmodium Hsp90; S. cerevisiae expressing PfHsp90, BacTiter-Glo ATP, 48 h; yeast lacking PDR1 and PDR3 efflux regulators; inhibition, % at 9.4 µM; 310,000 tested, 0.32% active; AID 504621;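 active means every replicate shows inhibition above about 80%, whatever the replicate mean, limit read from the data; inconclusive means mean inhibition reaches the set limit but some replicate falls short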;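 further: 0% = DMSO neutral controls and 100% = 20 µM radicicol positive controls; yeast relying on Plasmodium falciparum Hsp90 in place of its own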
Wnt act – Wnt/beta-catenin pathway activation; Wnt/beta-catenin reporter cell assay, activator, plate reader; activation, % at 9.35 µM; 300,000 tested, 1.2% active; in the data active means activation above about 30%, passing the limit was not always enough; inconclusive means no clear call, values can overlap the other calls;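 further: 0% = neutral control wells and 100% = positive control wells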
Tat transport – E. coli Tat transport inhibition | E. coli MC4100 TorA-mCherry Tat export, fluorescence | inhibition, % at 10 µM | 340,000 tested, 0.036% active;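 active means mean replicate inhibition at least 50% and at least half of replicates individually reaching 50%; inconclusive means only one of the two criteria met; inactive means neither criterion met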;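 further: exported cargo escapes ClpAP degradation while cytoplasmic cargo is degraded and loses fluorescence; 0% = median of neutral control wells and 100% = median of NaSCN control wells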
DAGLB inhibitor – blocks human DAGLB lipase activity; Q8NCG7; 340,000 tested, 0.059% active; HEK293T DAGLB membrane lysate, EnzChek fluorogenic substrate; inhibition, % at 5.17 µM; in the data active means inhibition above about 34%;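 further: 0% = enzyme with vehicle and 100% = wells lacking enzyme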
Target sequence (Q8NCG7 whole entry, looked up): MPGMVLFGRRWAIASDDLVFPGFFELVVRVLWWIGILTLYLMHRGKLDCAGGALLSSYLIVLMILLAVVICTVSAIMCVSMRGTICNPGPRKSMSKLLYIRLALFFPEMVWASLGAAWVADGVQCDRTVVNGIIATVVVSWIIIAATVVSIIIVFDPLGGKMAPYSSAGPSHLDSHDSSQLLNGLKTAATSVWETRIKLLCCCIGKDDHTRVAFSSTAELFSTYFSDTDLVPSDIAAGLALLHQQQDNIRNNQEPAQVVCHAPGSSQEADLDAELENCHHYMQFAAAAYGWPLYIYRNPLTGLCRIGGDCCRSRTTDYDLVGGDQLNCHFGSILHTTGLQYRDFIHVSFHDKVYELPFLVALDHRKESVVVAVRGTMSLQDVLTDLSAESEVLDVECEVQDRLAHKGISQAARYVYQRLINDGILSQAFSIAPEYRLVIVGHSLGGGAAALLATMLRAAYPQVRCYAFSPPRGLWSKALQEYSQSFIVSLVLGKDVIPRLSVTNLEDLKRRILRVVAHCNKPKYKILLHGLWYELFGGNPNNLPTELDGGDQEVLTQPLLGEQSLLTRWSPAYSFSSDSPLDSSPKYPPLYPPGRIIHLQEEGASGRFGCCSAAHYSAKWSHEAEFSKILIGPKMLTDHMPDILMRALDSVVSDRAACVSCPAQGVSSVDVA
Rtt109 Vps75 – blocks Candida albicans Rtt109/Vps75 acetyltransferase activity; purified Rtt109/Vps75, ThioGlo CoA-SH fluorescence, 4 h; AID 540336; Q5AAJ8; 330,000 tested, 0.16% active; inhibition, % at 34.9 µM;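 active means inhibition of at least 50% in every replicate; inconclusive means best replicate reaches 50% inhibition but some replicates fall short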
Target sequence (Q5AAJ8 whole entry, looked up): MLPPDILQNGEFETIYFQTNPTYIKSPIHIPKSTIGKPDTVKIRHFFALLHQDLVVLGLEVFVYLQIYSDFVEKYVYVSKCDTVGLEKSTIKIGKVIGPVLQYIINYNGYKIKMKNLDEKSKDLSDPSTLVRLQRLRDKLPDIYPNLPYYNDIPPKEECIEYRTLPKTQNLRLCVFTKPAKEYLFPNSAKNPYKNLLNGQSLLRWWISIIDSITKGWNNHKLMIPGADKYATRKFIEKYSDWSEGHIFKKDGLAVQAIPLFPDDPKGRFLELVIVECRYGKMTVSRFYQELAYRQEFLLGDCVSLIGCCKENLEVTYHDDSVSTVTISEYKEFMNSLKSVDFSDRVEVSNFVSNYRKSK
CAL PDZ inh – inhibitors of human CAL PDZ peptide binding; AID 504414; inhibition, % at 20 µM; 330,000 tested, 0.02% active; purified CAL PDZ, TMR-peptide fluorescence polarization, 1 h;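 active means highest replicate inhibition of at least 40%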;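 further: plate controls were DMSO neutral control wells for no effect and unlabeled competitor peptide control wells for full effect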
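System: purified tagged CAL PDZ domain construct (CerCALP). Schedule: 1 h incubation at room temperature before polarization reading. Medium: 25 mM sodium phosphate pH 7.4, 150 mM NaCl, TCEP, IgG, Thesit. Read-out: percent inhibition from loss of millipolarization. Measured by: FP readout, S and P plane fluorescence. Probe or stimulus: fluorescent TMR peptide probe.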
E coli growth – counter-screen for AddAB inhibitors: E. coli growth inhibition; 330,000 tested, 0.27% active; inhibition, % at 11.9 µM; E. coli V3065 growth, OD600 absorbance, 18 h;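 active means inhibition above the campaign's mean inhibition across all tested compounds plus 3 SD, cut at about 9.9% in these data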;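 further: uninfected addAB+ strain grown without phage in ampicillin broth; 0% = DMSO wells and 100% = ciprofloxacin 0.95 µg/ml wells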
PvdQ inh – blocks Pseudomonas aeruginosa PvdQ acylase activity. purified PvdQ acylase, fluorescence plate reader. inhibition, % at 10 µM. 340,000 tested, 0.063% active; in the data active means inhibition above about 30%, passing the limit was not always enough; inconclusive means no clear call, values can overlap the other calls;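 further: 0% = vehicle neutral wells and 100% = reference inhibitor wells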
phage Ecoli inh – E. coli growth loss with phage present | 360,000 tested, 0.26% active | growth absorbance | AID 651602 | inhibition, % at 11.9 µM; in the data active means inhibition above about 11%
AddAB inh – less growth of phage-infected E. coli with AddAB; E. coli expressing H. pylori AddAB, absorbance growth; inhibition, % at 11.9 µM; 330,000 tested, 0.29% active; in the data active means inhibition above about 12%;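 further: 0% = vehicle wells of infected cells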
* = called active by the depositor; ? = inconclusive; nt = no result given.

Values run as follows: PfHsp90 yeast 2, Wnt act, Tat transport, DAGLB inhibitor, Rtt109 Vps75, CAL PDZ inh, E coli growth, PvdQ inh, phage Ecoli inh, AddAB inh
CCN1CCN(S(=O)(=O)c2ccc(Cl)c(C(=O)N(C)Cc3cccc(Cl)c3Cl)c2)CC1
  nt, 0.8, -2.4, 0.0, -6.3, -2.0, 0.7, -6.2, -2.4, -2.0
COc1cc(C(=O)O)c2ccccc2n1
  -17.2, -0.4, 2.7, -1.0, -0.4, -0.8, 2.5, -6.5, 3.5, 3.7
CCOC(=O)c1cn(CC#N)c2cc(F)c(F)cc2c1=O
  13.7, -0.3, 28.2, 2.1, 0.2, 0.9, 3.2, 0.7, 1.8, 3.2
CC1(C)OC(=O)N(CC(=O)Nc2ccccc2)C1(C)O (stereo unspecified)
  1.1, -2.0, -1.4, 0.1, 3.1, -0.1, 1.6, 2.8, 3.3, 2.7
O=C(Nc1csc(Cl)c1)c1ccccc1
  7.7, 15.4, 3.3, nt, -0.7, -2.1, 3.4, -3.3, 3.8, 2.8
Cc1ccc(C(=O)NC(=S)Nc2cc(C(F)(F)F)ccc2Cl)cc1
  -14.7, nt, -4.9, -6.5, 0.5, -1.2, -1.6, -10.2, 1.9, -0.5
Cc1ccc(SC[C@H](Cc2ccccc2)N2CC[C@@H](C)CCC2=O)cc1
  23.1, 4.8, 1.7, -17.5, -0.1, -0.3, 0.4, -11.0, -0.3, 1.6
Cc1cccc(-n2c(C)cc(/C=N/NC(=O)c3cccc([N+](=O)[O-])c3C)c2C)c1
  -6.2, nt, -8.1, 2.6, -3.6, 0.4, 2.7, -11.7, 0.5, 3.7
CN(C(=O)CS(=O)(=O)c1cn(CC(=O)N2CCOCC2)c2ccccc12)c1ccccc1
  -3.5, 2.2, -4.4, 1.5, -2.2, -1.7, -1.8, -4.4, 1.7, 0.5
COc1ccc(N=Cc2nc(-c3ccccc3)oc2OC(=O)c2ccccc2)cc1
  3.4, 54.3*, ?, -1.2, -0.7, -2.6, 1.8, -5.9, 5.5, 1.3
O=C(N/N=C/c1ccccc1OC(F)F)c1cc(-c2ccncc2)nc2ccccc12
  -0.6, -4.1, 4.2, 0.6, 0.9, -2.1, 1.6, -19.7, 2.0, 2.6
CCCN(CC(=O)Nc1ccccc1OC)C(=O)c1cc(S(=O)(=O)NCc2ccccc2)ccc1C
  1.4, -0.2, 3.3, 1.1, -2.9, -0.1, -0.9, -10.2, 1.1, 1.8
CCCN1CCc2c(sc3nc(SCC)n(-c4ccccc4)c(=O)c23)C1
  12.8, nt, -3.9, 2.2, 1.7, -3.0, nt, 24.8, nt, nt
COc1ccc(CCNC(=O)C(=O)N/N=C/c2cccs2)cc1OC
  -22.8, -0.2, -16.3, 1.3, nt, -0.7, 0.5, -12.0, 3.3, 0.5
Nc1nc(SCC(=O)Nc2ccc(OCc3ccccc3)cc2)n[nH]1
  7.5, 26.0, -2.7, 0.0, 6.8, -2.8, 0.9, -21.8, 3.4, 7.6
CCCC(=O)NC(c1ccc(C)cc1)c1ccc2cccnc2c1O (stereo unspecified)
  113.3*, nt, -1.2, 14.2, -1.2, -0.1, 33.7*, -13.8, nt, 23.8*
O=C(CSc1n[nH]c(-c2ccccc2O)n1)N1CCCc2ccccc21
  5.2, -2.8, 16.7, 1.5, -3.0, -1.9, 1.9, -15.5, 3.3, 4.5
COc1cccc(CNCCN2CCOCC2)c1OC
  24.6, -2.8, -16.5, 0.3, -2.2, -0.3, -1.3, 0.1, 1.7, -0.3
Cc1ccc2cc(C)c(N3CCC(C)CC3)nc2c1
  -21.8, -0.4, -3.4, -2.7, -4.3, 1.1, -2.2, -9.1, 2.6, 1.0
O=C(O)CC(CC(=O)Nc1ccccc1C(=O)O)c1ccccc1 (stereo unspecified)
  -7.2, 2.7, 2.8, 2.2, 33.2, -0.1, -3.7, 7.1, 0.1, -3.4
CCOC(=O)c1[nH]c2ccccc2c1NC(=O)NC1CCCCC1
  16.9, 0.2, -5.2, -0.8, -3.3, nt, -1.9, 4.7, 1.6, 2.6
Cn1c(=O)c2ncn(CC(=O)Nc3cc(C(F)(F)F)ccc3N3CCOCC3)c2n(C)c1=O
  15.9, nt, 16.1, 1.4, 0.7, -1.4, 0.2, 6.6, 5.6, 2.2
CCN1CCN(C(=O)CN2C(=O)COc3ccc(S(=O)(=O)N4CCOCC4)cc32)CC1
  -23.6, -2.7, 2.4, -2.6, -8.0, -1.2, 0.5, -3.8, 2.2, 4.4
O=C(CCC(=O)N1CCN(S(=O)(=O)c2ccccc2)CC1)c1cccs1
  -22.9, -2.7, -0.5, 0.0, 1.7, -0.5, -1.6, -0.2, 3.9, 4.7
CC(C)CN(C(=O)CC1CCCC1)c1c(N)n(Cc2ccccc2)c(=O)[nH]c1=O
  7.7, -0.6, 0.8, 3.3, 2.8, -3.5, -2.1, -4.5, 1.3, -2.9
COc1ccc(/C=N/NC(=O)C(=O)N2CCCCCC2)cc1
  22.2, -1.3, 12.0, 1.4, -2.4, -2.4, -0.4, -2.1, 4.9, 0.1
CCO[C@@H]1OC(C(=O)N2CCCCCCC2)=C[C@H](c2ccc(C(F)(F)F)cc2)[C@H]1CCCO
  -8.1, -1.1, 10.1, -0.7, 25.9, -0.9, -1.9, 3.0, 3.6, -1.1
COc1ccc(F)c(-c2nc(CN3CCN(C(=O)c4ccco4)CC3)c(C)o2)c1
  nt, 0.3, -13.1, 2.9, 11.4, -2.6, -2.4, -1.0, 0.9, 2.9
CN(C)CCOc1ccc(/C(=C(/CCCl)c2ccccc2)c2ccccc2)cc1
  -5.1, 2.3, 18.2, -1.1, 16.2, -0.7, -0.7, 0.6, 2.4, -2.4
CC(C)CCN1C(Nc2ccccc2)=NC[C@@H]1Cc1ccccc1
  9.7, -5.0, -30.5, 1.0, -2.1, 0.1, -0.7, -13.9, 4.7, 2.6
CCCn1c(=N)c(S(=O)(=O)c2ccccc2)cc2c(=O)n3cccc(C)c3nc21
  7.7, 0.7, 3.1, 1.7, -20.1, -2.1, -0.6, -5.4, 1.1, 0.2
CCS(=O)(=O)c1nc(S(=O)(=O)c2ccc(C)cc2)c(NCc2ccccn2)s1
  -39.1, -1.1, -0.3, 0.0, -3.3, -16.3, -0.1, -14.8, 3.4, 1.2
CCc1ccc(C(=O)CCC(=O)Nc2cccc(S(=O)(=O)N3CCCCC3)c2)cc1
  nt, -1.0, 0.9, -1.8, 18.2, -2.3, nt, 10.9, 2.2, nt
Cc1ccc2c(c1)cc1c(=O)n(CC(=O)N(C)c3ccccc3)nc(C)n12
  14.7, -2.9, 2.6, -1.6, -7.5, -0.8, -1.1, -2.1, 1.7, -0.8
O=[N+]([O-])c1ccccc1S(=O)(=O)N1CCCCC1
  -9.4, 0.3, -8.2, -2.6, -0.5, -1.0, 0.5, 7.3, 1.2, 4.6
COc1cc(/C=C2\SC(=O)N(c3ccc(O)cc3)C2=O)cc(OC)c1OC
  -12.8, 1.8, 1.2, -0.5, 2.1, -3.1, 0.1, -0.3, 2.6, 0.9
CCOc1ccc(NC(=O)c2csc3c2CCCC3)cc1
  0.8, 45.9*, -0.5, -9.9, -0.9, 0.1, -0.9, -9.6, 4.3, 1.2
CCOc1cc(C(=O)CCC(=O)OCC(=O)N2c3ccccc3NC(=O)C2(C)C)ccc1O
  -2.2, -24.5, 5.5, 0.5, 13.0, -0.9, 0.6, 6.3, 0.6, 0.2
Cc1c(NC(=O)CN2c3ccccc3CC2C)c(=O)n(-c2ccccc2)n1C (stereo unspecified)
  nt, -1.5, 2.5, 1.5, -33.4, -2.0, -2.0, -23.5, -4.3, -1.1
Cc1cc(NC(=O)c2ccc(N3C(=O)C4C5C=CC(C5)C4C3=O)cc2)no1 (stereo unspecified)
  -5.4, -2.1, -7.4, 1.7, 1.9, -0.5, 0.2, -10.0, 5.0, -0.3
COC(=O)c1cn(NC(=O)c2ccccc2[N+](=O)[O-])c(=O)c2ccccc12
  -15.7, 0.7, 3.1, 1.2, -0.5, 0.3, 1.5, 8.8, 0.1, 0.0
COc1ccc2nc(NC(=S)N(C)C)sc2c1
  10.5, nt, 3.9, 1.7, -8.1, -2.0, -3.1, -1.0, 0.4, -1.5
O=C(Nc1ccc(F)cc1F)N1CCN(C(=O)c2ccco2)CC1
  2.0, 2.3, 2.1, 0.6, -14.1, -1.5, 1.0, -9.8, 0.1, 1.5
CCN(CC)CCCNc1cc(C(F)(F)F)c(C#N)c2nc3ccccc3n12
  -5.1, -1.0, -5.7, -1.1, -0.2, nt, 1.0, -12.8, -3.1, -0.3
O=C(CN1CCCCCCC1)N/N=C/c1ccc(F)c(F)c1
  -16.6, -2.4, 9.4, 2.5, -2.8, -1.3, -1.8, -11.5, 4.0, 4.6
CCC(=O)Nc1cc(C)c(NC(=O)C23CC4CC(CC(C4)C2)C3)cn1
  -2.7, nt, -1.5, -3.1, 9.6, 0.2, -0.6, -19.6, 0.2, 1.9
COc1cccc(OC)c1C(=O)Nc1cccc(-c2ccc(N3CCOCC3)nn2)c1
  nt, 19.2, 6.2, 0.9, 51.5*, -6.4, 1.3, 2.9, 3.7, 0.3
CCOc1ccccc1Cn1c(=O)oc2ccc(C)cc21
  -6.0, -0.1, 16.3, -7.0, 6.5, 2.3, -0.3, 9.4, 1.4, 1.9
C/C(=N\NC(=O)CC(C)C)c1ccc(Cl)c(Cl)c1
  -2.1, -0.5, 12.2, 0.3, -2.5, 0.0, -3.8, -17.1, 6.9, 1.7
Cc1c(CCC(=O)O)c(=O)oc2cc(OCc3ccccc3F)ccc12
  14.9, 0.1, -1.5, 0.4, 1.0, -1.9, -2.3, -0.6, 0.6, -1.6
COc1cc(OC)cc(C(=O)N2CCN(C(=O)c3cccs3)CC2)c1
  20.3, -1.4, -11.3, -1.7, 3.5, -2.1, -3.8, -1.8, -1.1, 1.6
CCOc1ccccc1NC=C1C(=O)OC(C)(C)OC1=O
  -4.9, -2.5, -2.5, -2.8, 2.4, 0.8, 3.5, 12.2, -0.2, 0.3
CC(C)Oc1c(Br)cc(Br)cc1/C=N/NC(N)=S
  -24.8, -13.7, -6.4, -0.3, 10.8, -2.0, -1.0, 3.8, 2.8, 3.1
COc1cc(N=c2ssnc2Cl)cc(OC)c1
  -49.7, 0.8, -1.5, -5.1, 1.2, -5.6, -1.1, -17.2, 0.2, 0.7
COc1cc(OC)c(C2N(c3cc(C)on3)C(=O)C3CCCN32)cc1OC (stereo unspecified)
  22.0, nt, -12.6, -2.6, -6.4, -0.3, 3.0, 0.3, -0.6, 2.1

Looked up by compound from the list above (two):
Values run as follows: PfHsp90 yeast 2, Wnt act, Tat transport, DAGLB inhibitor, Rtt109 Vps75, CAL PDZ inh, E coli growth, PvdQ inh, phage Ecoli inh, AddAB inh
COc1cc(OC)c(C2N(c3cc(C)on3)C(=O)C3CCCN32)cc1OC (stereo unspecified)
  22.0, nt, -12.6, -2.6, -6.4, -0.3, 3.0, 0.3, -0.6, 2.1
COC(=O)c1cn(NC(=O)c2ccccc2[N+](=O)[O-])c(=O)c2ccccc12
  -15.7, 0.7, 3.1, 1.2, -0.5, 0.3, 1.5, 8.8, 0.1, 0.0

Results in phage Ecoli inh, for some of the entries so far:
Structure | phage Ecoli inh
CCN(CC)CCCNc1cc(C(F)(F)F)c(C#N)c2nc3ccccc3n12 | -3.1
O=C(CN1CCCCCCC1)N/N=C/c1ccc(F)c(F)c1 | 4.0
